H9c2 TAG inh = inhibitors of triacylglycerol accumulation | H9c2 cells, Nile Red lipid (TAG) fluorescence; cells loaded with 200 µM oleic acid | inhibition, % at 12.5 µM | AID 651582 | 230,000 tested, 0.66% active;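 active = pattern-corrected inhibition of lipid staining of at least 50% with the nuclear-stain viability signal not falling by more than 50%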;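 also: 0% = DMSO wells and 100% = triacsin C control wells; some results filed as inactive read as strong as hits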
H9c2 TAG inh DAPI viability = second read-out of H9c2 TAG inh, no call of its own (marks repeat the call); DAPI nuclei signal change (viability), lower = more cytotoxic, %;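 whole-well DAPI fluorescence read on a plate reader as a viability signal; minus 50 percent equals half of cells still viable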
The depositor's hits bear a star. These rows are one share of the data (hit frequency here may not be typical).

smiles | H9c2 TAG inh DAPI viability | H9c2 TAG inh
Cc1cc(C)c2c(N)c(C(=O)Nc3ccccc3Br)sc2n1 | 57 | -2
COc1ccc(NS(=O)(=O)c2ccc(N3CCOCC3)c(NC(=O)/C=C/C(=O)O)c2)cc1 | 14 | -12
COCCNC(=O)CSc1nc2cc(OC)c(OC)cc2c(=O)n1CCC1=CCCCC1 | -7 | 21
Cc1ccn2cc(CCNC(=O)COc3ccccc3)nc2c1 | -1 | -7
CCc1ccc(N2C(=O)CN(CC(=O)OC)C2=S)cc1 | 2 | 3
CCc1nc2ccc(C(=O)NCCCN3CCCC3=O)cn2c1N(C)Cc1ccc(OC)cc1 | -2 | 11
Cn1c(=O)c2c(SCc3c(F)cccc3Cl)nc(CC(C)(C)C)nc2n(C)c1=O | -5 | 2
COc1cccc(OC)c1C(=O)OCC(=O)NCc1ccco1 | 3 | 8
O=C(CNC(=O)C1COc2ccccc2O1)N/N=C\c1cccc(O)c1 (stereo unspecified) | -2 | -7
COc1ccccc1CNC(=O)c1cc(-c2ccc(F)cc2C)n[nH]1 | 8 | -11
CN(C(=O)c1ccc(OC2CCN(Cc3ccccn3)CC2)cc1)C1CCCCC1 | 1 | 3
CCOC(=O)C1(C)C=C(Nc2ccccc2)C(=O)N1c1ccccc1 (stereo unspecified) | -3 | -21
COC(=O)CNC(=O)CSc1nnc(C)c(=O)[nH]1 | 1 | -11
C=CCC[C@H](Cc1ccc(F)cc1)C(=O)OC[C@@H](NC(=O)[C@@H](CC=C)CC(=O)N(CCO)Cc1ccccc1)C(C)(C)C | -26* | 87*
O=C(CCS(=O)(=O)c1ccccc1)N1CCN(c2cccc(C(F)(F)F)c2)CC1 | 14 | -2
COc1cc(OC)c(C2N(c3ccc(Cl)cc3)C(=O)C3CCCN32)cc1OC (stereo unspecified) | -5 | 15
Cc1ccc(C)c(NC(=O)CCc2ccc(S(=O)(=O)NC3CCCCC3)cc2)c1 | 1 | -6
Cc1ccc(C)c(N2N=C(C(=O)Nc3ccc(S(=O)(=O)N4CCCC4)cc3)CCC2=O)c1 | -5 | -5
COC(=O)C1CCN(C(c2ccc(OC)c(OC)c2)c2sc3nc(C)nn3c2O)CC1 (stereo unspecified) | 2 | -22
O=C(/C=N/O)Nc1ccccc1 | 6 | -15
CN1CCN(S(=O)(=O)c2ccc(NC(=O)COc3ccccc3)cc2)CC1 | 2 | -20
NS(=O)(=O)c1ccc(NC(=S)NC(=O)c2ccc3c(c2)OCO3)cc1 | -9 | 9
CC1(C(=O)NS(=O)(=O)c2ccc3c(c2)CCO3)CCN1C(=O)COc1ccc(Cl)cc1 (stereo unspecified) | -1 | 0
CC1CCCCN1C(=O)c1cccc(NC(=O)c2ccccc2)c1 (stereo unspecified) | 2 | -3
O=C(CCCCn1c(=O)[nH]c2ccsc2c1=O)NCCc1ccccc1 | 3 | -4
O=C(NNC(=S)Nc1ccccc1Cl)c1ccccc1 | -2 | 5
O=[N+]([O-])c1cc(S(=O)(=O)N2CCOCC2)ccc1NS(=O)(=O)c1ccccc1 | -1 | -7
CC1(C)CC2(CCO1)CNC(=O)O2 (stereo unspecified) | 4 | 4
COC(=O)CSc1nc2ccc(N)cc2s1 | -3 | 3
CCC(Oc1ccccc1C)C(=O)N1CCCN(C)CC1 (stereo unspecified) | 1 | -4
O=C(Cn1ccc(C(F)(F)F)n1)Nc1ccc(S(=O)(=O)NCc2ccco2)cc1 | -2 | -57
CCc1ccc(Oc2coc3cc(OCC(=O)Nc4cc(C)ccc4C)ccc3c2=O)cc1 | 1 | 5
COc1ccc(CCNC(=O)c2ccc(CS(=O)(=O)c3ccc(C)cc3)o2)cc1OC | 5 | -16
C[C@H](CO)N1C[C@H](C)[C@@H](CN(C)S(=O)(=O)c2ccc(Cl)cc2)OCc2cnnn2CCCC1=O | 5 | 4
CC(=O)c1cccc(NC(=O)c2cnccn2)c1 | -2 | 6
CCCCn1c(N)c(N(CCOC)C(=O)c2ccc(-c3ccccc3)cc2)c(=O)[nH]c1=O | 1 | 5
O=C(N/N=C/c1ccc[nH]1)c1ccccc1OCc1ccccc1Cl | -5 | 4
Cc1cccc(N(Cc2ccccc2)C(=O)CSC(C)C(=O)Nc2cc(C)on2)c1 (stereo unspecified) | 0 | 8
Cc1ccc(OCC(=O)N(C)CC(=O)NCc2ccco2)c(Br)c1 | 0 | -9
Cc1ccc(CN2CCCN(C)CC2)c(C)c1 | -2 | 14
O=C(Nc1cccnc1)c1ccccc1NS(=O)(=O)c1ccc(F)cc1 | -1 | -13
CCOC(=O)C(c1ccccc1)N1CCN(c2ccc(OC)cc2)CC1 (stereo unspecified) | 5 | -23
CCOC(=O)Cn1nc(C)c(-c2ccccc2)c1N | 13 | 4
CC(=O)OC1COC(N2CCc3cc([N+](=O)[O-])ccc32)C(OC(C)=O)C1OC(C)=O (stereo unspecified) | 4 | -10
Cc1cc(C)c(NC(=O)c2ccccc2C(=O)c2ccccc2)c(C)c1 | 9 | -11
O=C(c1scc2c1CCCC2)N1CCOCC1 | -5 | 1
COc1cc(NC(=O)CN(c2ccc(C)cc2)S(=O)(=O)c2c(C)n[nH]c2C)cc(OC)c1 | 2 | -11
CC(=O)Nc1ccc(Oc2nc(-c3ccccn3)nc3ccccc23)cc1 | -20* | 64*
O=C(COC(=O)c1ccc(C(F)(F)F)cc1)Nc1cccc(S(=O)(=O)NC2=NCCCCC2)c1 | 1 | -8
N#CC(C#N)=CN=c1ccn(Cc2ccc(Cl)cc2Cl)cc1 | -8 | -4

Later entries
smiles | H9c2 TAG inh DAPI viability | H9c2 TAG inh
COC(=O)c1ccc(COc2ccc(NC(C)=O)cc2)o1 | 0 | -1
CC(=O)c1cc2cccc(OC3(C)CCN(Cc4ccc(-c5ccccn5)cc4)C3)c2o1 (stereo unspecified) | 10 | -8
COc1ccc(S(N)(=O)=O)cc1C(=O)NNC(=O)CN(C)S(=O)(=O)c1ccc(Cl)cc1 | 1 | -1
O=C(Cc1cccs1)Nc1ccc(N2CCOCC2)cc1 | 2 | -17
COc1ccc(NC(=S)N/N=C/c2cccn2Cc2ccc(F)cc2)cc1 | 6 | -32
CC1CN(c2ccc(NS(=O)(=O)c3ccccc3)cc2C(=O)O)CC(C)O1 (stereo unspecified) | -4 | 0
Cc1oc2c(c1C(=O)c1ccc(Cl)cc1)C(=O)C(=O)c1ccccc1-2 | -8 | -21
Cc1ccc(CN2CC(C(=O)Nc3cc(S(C)(=O)=O)ccc3Cl)CC2=O)cc1 (stereo unspecified) | -13 | -12
CN(Cc1ccccc1)C(=O)c1ccc(NC(=O)Cc2ccc(NC(=O)C3CCCN(C(=O)C4CCCC4)C3)cc2)cc1 (stereo unspecified) | 18 | -22
COc1ccccc1CNC(=O)COc1ccccc1OC | 4 | -15
CC1CCN(C(=O)COc2ccc(Nc3ccccc3)cc2)CC1 | 3 | 0
CCOC(=O)N1CCN(C(=O)c2ccc3c(=O)n(CCOC)c(=O)[nH]c3c2)CC1 | -20 | 21
COc1ccc(NS(=O)(=O)c2cn(C)cn2)cc1 | 6 | -8
COc1ccc(NC(=O)CCC(=O)N2CCCC2)c([N+](=O)[O-])c1 | 5 | -10
CC(=O)Nc1nnc(SCc2cccc(F)c2)s1 | -4 | 5
CCOc1ccc(NS(=O)(=O)c2c(C)nc3sccn3c2=O)cc1 | -2 | -6
COc1ccc(/C=C2\CC/C(=C\c3ccc(OC)cc3OC)C2=O)c(OC)c1 | 6 | -3
Cc1onc(-c2ccccc2Cl)c1C(=O)Nc1nnc(C(C)C)s1 | 13 | -6
N=c1c(C(=O)NC2CCCC2)cc2c(=O)n3ccccc3nc2n1CCN1CCOCC1 | 13 | 15
O=C(c1ccc(Cl)c([N+](=O)[O-])c1)N1CCCc2ccccc21 | -2 | 6
Cc1noc(-c2ccccc2)c1NC(=O)Nc1ccc2nc([C@H]3C[C@H](O)[C@@H](CO)O3)[nH]c2c1 | 0 | 7
CC(C)NC(=S)N/N=C1\CCCCc2ccccc21 | 9 | 11
O=C(NCC(c1cccnc1)N1CCN(c2ccc(F)cc2)CC1)c1ccccc1 (stereo unspecified) | -9 | -14
C/C=C/C(=O)Nc1cccc(C2=NOC3(C2)C[C@@H](C(N)=O)N(C(=O)/C(C)=C/C)C3)c1 (stereo partly specified) | 1 | -9
COc1ccc(CN(C(=O)c2cnccn2)C(C(=O)NC(C)(C)C)c2cc(OC)c(OC)c(OC)c2)cc1 (stereo unspecified) | 1 | 8

Reprinted from the part before: 3 compounds; new compounds follow.
smiles | H9c2 TAG inh DAPI viability | H9c2 TAG inh
O=C(NCC(c1cccnc1)N1CCN(c2ccc(F)cc2)CC1)c1ccccc1 (stereo unspecified) | -9 | -14
C/C=C/C(=O)Nc1cccc(C2=NOC3(C2)C[C@@H](C(N)=O)N(C(=O)/C(C)=C/C)C3)c1 (stereo partly specified) | 1 | -9
COc1ccc(CN(C(=O)c2cnccn2)C(C(=O)NC(C)(C)C)c2cc(OC)c(OC)c(OC)c2)cc1 (stereo unspecified) | 1 | 8
CN(CC(=O)Nc1ccccc1Cl)C(=O)C1CCN(C(=O)c2ccc(F)cc2)CC1 | 2 | -1
COc1ccc(NC(=O)c2nc[nH]c2C(=O)N[C@@H](C)C(=O)OC(C)(C)C)cc1 | 3 | -13
CC1(C(=O)NCc2ccccc2)Cc2c(-c3ccc(C(N)=O)cc3)ccnc2O1 (stereo unspecified) | -29 | 41
COc1ccc(Cl)cc1C(=O)NNC(=O)c1cc2ccccc2o1 | 2 | 7
Cc1ccc(C)c(S(=O)(=O)NC(CCC(N)=O)C(=O)O)c1 (stereo unspecified) | 3 | -2
CN(C(=O)CSc1nnn(C)n1)c1ccccc1 | -4 | 13
CCOc1ccc(C(C)=O)cc1COC(=O)CN1C(=O)NC2(CCCC2)C1=O | 3 | 13
CN(CCN1CCc2ccccc2C1)Cc1nc(Cc2ccccc2F)no1 | 4 | 6
O=C(COC(=O)c1ccc(Cl)nc1)Nc1ccc(S(=O)(=O)N2CCCC2)cc1 | 5 | 2
CCCCOc1ccc(C(=O)N/C(=C\c2cccc([N+](=O)[O-])c2)C(=O)OCCC)cc1 | -1 | 8
Cc1ccc(-n2c(C)c3c(C)nnc(C)c3c2C)cc1N | 10 | 1
CC1CC(C)CN(CCC(=O)Nc2ccc(Br)cc2)C1 (stereo unspecified) | -6 | 18
CCCCC(C(=O)N/N=C/c1ccccn1)C(=O)N/N=C/c1ccccn1 | 1 | -1
CCCC(=O)N1CCCC(c2cc(C(=O)Nc3ccccc3)no2)C1 (stereo unspecified) | 8 | -14
CN(C)C(CNC(=O)CCNC(=O)c1ccc(Br)cc1)c1ccco1 (stereo unspecified) | 2 | -10
O=C(OCC(=O)N1CCOCC1)c1ccccc1OCc1ccccc1 | -3 | 4
COc1ccc(S(=O)(=O)N2CCC(C(=O)NC3CC3)CC2)cc1Cl | 3 | 1
COc1ccc(CCNC(=O)c2ccccc2C(=O)NCCc2ccc(OC)c(OC)c2)cc1OC | 1 | -2
O=C(Nc1ccc(F)cc1)N1CCN(c2ccc3nnc(-c4ccc(F)cc4)n3n2)CC1 | 10 | 25
NS(=O)(=O)c1ccc(CCNC(=S)NC2CCCC2)cc1 | 2 | 8
N#Cc1cccc(NC(=O)c2cc(C3CCCCN3C(=O)c3ccc4c(c3)CCO4)on2)c1 (stereo unspecified) | 1 | 8
Cc1cccc(NC(=O)Cc2ccc(NC3=NC4CS(=O)(=O)CC4S3)cc2)c1 (stereo unspecified) | -13 | 13
N#CCC(=O)Nc1ccc(C(=O)OCC(=O)Nc2cc(-c3ccccc3)nn2-c2ccccc2)cc1 | 2 | 3
CCOc1cccc(C(=O)NC(=S)Nc2ccc3c(c2)OCCO3)c1 | -5 | -15
Cc1ccc2c(=O)[nH]c(Nc3nc(C)cc(-c4ccccc4)n3)nc2c1 | 3 | 12

One compound at a time, from the list above.
CN(C(=O)CSc1nnn(C)n1)c1ccccc1 across the screens: H9c2 TAG inh DAPI viability = -4; H9c2 TAG inh = 13
Cc1ccc(C)c(S(=O)(=O)NC(CCC(N)=O)C(=O)O)c1 (stereo unspecified) across the screens: H9c2 TAG inh DAPI viability = 3; H9c2 TAG inh = -2

More records follow.
smiles | H9c2 TAG inh DAPI viability | H9c2 TAG inh
Cc1csc2nc(CNS(=O)(=O)c3ccc4c(c3)OCCO4)cn12 | -3 | -8
CC(=O)c1ccccc1OCCn1nnc(-c2ccc(C)cc2)n1 | -13 | 12
Cc1c2ccccc2nc2ccccc12 | 5 | 2
CC(C)Sc1nc2c(c(=O)[nH]c(=O)n2C)n1Cc1ccc(Cl)cc1 | -5 | -23
Cc1ccc(C2=NN(C(=O)CSc3nccn3C)C(c3ccco3)C2)cc1 (stereo unspecified) | -2 | -5
Cc1ccc(-c2nc(CS(=O)(=O)CC(=O)Nc3cc(F)ccc3F)c(C)o2)cc1 | 0 | -4
CCOC(=O)/C(=C/C1=CC(=C/N(C)C)/C(=O)O1)C(C)=O | -5 | 3
C=CCN1c2ccccc2[C@]23C[C@@H](C(=O)OC)N(C(=O)c4ccco4)C2=NC(C(=O)OC)=C(C(=O)OC)[C@H]13 | -3 | 15
Brc1ccc(OCc2nnnn2-c2ccccc2)cc1 | 8 | -5
O=C(N/N=C/c1ccccc1[N+](=O)[O-])c1cccs1 | 3 | 4
O=C(CN1CCCC1c1cccs1)Nc1cccc(S(=O)(=O)N2CCCC2)c1 (stereo unspecified) | 3 | -22
CC(=O)NC(CCS(C)(=O)=O)C(=O)Nc1ccccc1Cl (stereo unspecified) | 0 | 18
O=C(Nc1ncc(Cl)cn1)c1cccs1 | -14 | 24
O=C(O)C1CC=CCC1C(=O)NCCc1csc(-c2ccccc2)n1 (stereo unspecified) | 2 | 6
CCS(=O)(=O)c1ccc(O)c(NC(=O)CC2(CC(=O)O)CCCC2)c1 | -6 | 6
COC(=O)c1cc(NC(=O)c2cccc(F)c2)cc(C(=O)OC)c1 | 5 | -3
CC1CCC(C(C)C)C(OCC(O)CN2CCCC(C)C2)C1 (stereo unspecified) | -7 | 10

Screening results from PubChem BioAssay.
